PMI act – increases human mannose-6-phosphate isomerase activity; activation factor at 20 µM; actives 0.005% (n = 190,000); P34949; purified human PMI, coupled resazurin fluorescence, 20 min; stronger effect = higher value; 1 = vehicle control, 0 substrate-free wells;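 active = activation factor of 2 or more at 20 µM, relative to plate controls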
PPARg SRC-3 ag – promotes SRC-3 coactivator recruitment by human PPARgamma; P37231; biochemical PPARgamma/SRC-3 coactivator recruitment assay; activation, % at 8 µM; actives 0.26% (n = 200,000); AID 731; in the data active = activation above about 23%;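 note: 0% = DMSO and 100% = reference agonist; some compounds past the cut are filed as inactive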
Target sequence (P37231 whole entry, looked up): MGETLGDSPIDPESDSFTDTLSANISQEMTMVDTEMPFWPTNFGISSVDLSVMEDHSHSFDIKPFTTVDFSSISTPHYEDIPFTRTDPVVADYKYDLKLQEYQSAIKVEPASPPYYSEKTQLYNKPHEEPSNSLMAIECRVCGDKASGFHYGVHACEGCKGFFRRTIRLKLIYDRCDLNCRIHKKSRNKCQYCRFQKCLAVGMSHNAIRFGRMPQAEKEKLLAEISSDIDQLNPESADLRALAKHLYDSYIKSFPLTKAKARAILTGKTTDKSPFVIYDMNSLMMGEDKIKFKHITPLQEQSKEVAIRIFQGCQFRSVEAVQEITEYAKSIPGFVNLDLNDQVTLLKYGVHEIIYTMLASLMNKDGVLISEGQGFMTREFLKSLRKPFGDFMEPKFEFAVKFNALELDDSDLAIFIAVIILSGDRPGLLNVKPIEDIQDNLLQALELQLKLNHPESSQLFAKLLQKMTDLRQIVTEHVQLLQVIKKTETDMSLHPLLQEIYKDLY
SRC2 TRFRET art – counter-screen for PPARgamma SRC-2 recruitment agonists: TR-FRET artefact; stronger effect = higher value; TR-FRET ratio at 8 µM; actives 0.4% (n = 200,000); AID 1049; in the data active = TR-FRET ratio above about 2000; note: inactives centre near 1500
ROMK mod – modulators of human ROMK potassium channel; AID 1918; B-score at 10 µM; Tet-inducible ROMK, thallium flux fluorescence; actives lie on both sides; P48048; actives 2% (n = 130,000);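 active = signal ratio slope over the read window, or its plate-corrected B-score, at least 3 SD from the plate mean, either direction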;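 note: B-score of the F/F0 ratio slope over 7 to 12 s after thallium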
PPARg SRC2 recr – agonists of SRC-2 recruitment by human PPARgamma. P37231. PPARgamma LBD-SRC-2 recruitment, biochemical. actives 0.34% (n = 200,000). activation, % at 8 µM. AID 1032; in the data active = activation above about 22%;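 note: 0% = vehicle and 100% = reference agonist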
S1P3 antag – S1P3 (human) receptor antagonism. CHO S1P3 NFAT-BLA reporter, FRET fluorescence, antagonist mode. Q99500. actives 0.27% (n = 170,000). AID 485. inhibition, % at 4.98 µM;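 active = inhibition above the plate cutoff, the mean inhibition of test wells on that plate plus 3 SD, cut at about 28% in these data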;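 note: cells challenged with S1P at its EC80 of 0.8 µM; blue over green emission ratio from cleaved BLA substrate after 4 h stimulation; 0% = S1P-stimulated wells and 100% = unstimulated DMSO-only wells; some compounds past the cut are filed as inactive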
Target sequence (Q99500 whole entry, looked up): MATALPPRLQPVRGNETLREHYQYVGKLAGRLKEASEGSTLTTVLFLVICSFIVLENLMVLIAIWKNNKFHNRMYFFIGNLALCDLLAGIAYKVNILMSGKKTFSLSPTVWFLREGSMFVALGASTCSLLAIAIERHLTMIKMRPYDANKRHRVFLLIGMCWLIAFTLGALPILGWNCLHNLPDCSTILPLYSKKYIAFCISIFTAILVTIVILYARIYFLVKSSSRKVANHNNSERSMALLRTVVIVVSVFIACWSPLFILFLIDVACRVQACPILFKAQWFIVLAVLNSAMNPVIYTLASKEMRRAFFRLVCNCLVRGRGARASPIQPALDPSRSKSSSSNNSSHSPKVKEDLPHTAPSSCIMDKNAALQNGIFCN
G6PDH CS – L. mesenteroides G6PDH inhibition counter-screen. Purified L. mesenteroides G6PDH, diaphorase/resazurin coupled fluorescence, 45 min. inhibition, % at 5 µM. actives 0.12% (n = 200,000). AID 1020; in the data active = inhibition above about 50%
Diaph inh CS – inhibits diaphorase or chemically oxidizes, flagging diaphorase assay artifacts; inhibition, % at 20 µM; diaphorase resazurin-to-resorufin fluorescence, NADH, 16 min; bacterial (C. kluyveri) enzyme, not human; actives 0.69% (n = 190,000);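 active = primary screen inhibition at 20 µM above a set limit, cut at about 50% in these data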;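 note: plate controls were DMSO with full reaction for no effect and wells lacking NADH for full effect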
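Assay system: diaphorase enzyme from Clostridium kluyveri; Input: enzyme working solution with 0.14 U/mL diaphorase; Timing: 16 min at room temperature; Technique: resorufin fluorescence, excitation 544 nm, emission 590 nm; Benchmarks: positive control minus NADH, DMSO neutral control.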
Diaph act CS – diaphorase activation or chemical reduction counter-screen. activation factor at 20 µM. actives 0.005% (n = 190,000). Diaphorase/resazurin coupled assay, resorufin fluorescence, 16 min; stronger effect = higher value; 1 = vehicle wells, 0 = NADH-free wells;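 active = diaphorase activity raised at least twofold by the compound at 20 µM; inactive = activation factor below 2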
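test system = bacterial diaphorase enzyme (C. kluyveri) | quantity = enzyme 0.07 U/mL final | reagent = NADH substrate 0.114 mM plus resazurin dye 0.1 mM, final | incubation = 16 min enzyme reaction, ambient temperature | buffer or medium = HEPES pH 7.4 buffer with MgCl2 and Tween 20 | signal = fluorescence of resorufin, 544 nm excitation, 590 nm emission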
PMI act hi M6P – increases human PMI activity with near-saturating mannose 6-phosphate | P34949 | coupled PMI enzyme assay, resazurin fluorescence, 20 min; stronger effect = higher value; 1 = untreated enzyme, 0 = substrate-free blank | activation factor at 20 µM | actives 0.34% (n = 190,000);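 active = activation factor of 2 or more at 20 µM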
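Material: human phosphomannose isomerase with PGI, G6PDH, diaphorase coupling enzymes. Quantity: 15 ng/mL PMI. Medium: HEPES pH 7.4 buffer with MgCl2 and Tween-20. Reagent: Near-saturating mannose-6-phosphate, 1.0 mM. Compound: 20 µM single dose. Times: enzyme reaction with compound 20 min at room temperature. Detection: resorufin fluorescence at Ex 544/Em 590 nm.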
PPARg SRC1 recr – agonists of human PPARgamma SRC-1 coactivator recruitment; PPARgamma-SRC-1 coactivator recruitment biochemical assay; activation, % at 8 µM; actives 0.41% (n = 200,000); AID 631; in the data active = activation above about 19%;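 note: 0% = DMSO and 100% = reference agonist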
* marks the source's active call; other numbers are inactive results; · = no result given.

Sample of the layout, 10 compounds:
SMILES	PMI act	PPARg SRC-3 ag	SRC2 TRFRET art	ROMK mod	PPARg SRC2 recr	S1P3 antag	G6PDH CS	Diaph inh CS	Diaph act CS	PMI act hi M6P	PPARg SRC1 recr
CCn1ncc(C2=NOC(C(=O)Nc3cccc(O)c3)C2)c1C (centres undefined)	1.2	3.1	1527	1.66	-2.1	-0.6	2.4	2.5	1	1.1	4.0
CCCC(CCC)C(=O)Nc1cccc(C(=O)O)c1	0.9	2.6	1508	0.327	-1.7	·	5.9	11.2	0.9	1	5.3
Fc1ccccc1N1CCN(CC2CC3C=CC2C3)CC1 (centres undefined)	1.1	-6.8	1267	-0.164	-8.3	·	1.1	3.4	1	1.1	-3.9
CN1C(=O)c2ccccc2C(C(=O)O)C1c1cccc(F)c1 (centres undefined)	0.9	-14.5	1437	0.121	3.7	-1.2	4.8	22.1	0.8	1	-2.0
O=C(NCCCN1CCCCC1)C1(S(=O)(=O)c2ccc(Cl)cc2)CC1	1	9.6	1516	·	8.0	-10.4	-7.6	0.7	1	1	-0.7
CCCc1cc(=O)[nH]c(SCC(=O)Nc2nc3ccc(OCC)cc3s2)n1	0.9	2.6	1472	0.126	-1.9	14.7	15.5	16.6	0.8	0.8	-4.0
COCCNC(=O)C1CC(=O)N(C2CCCCC2)C1 (centres undefined)	1	-2.6	1574	0.296	-4.6	-32.3	6.1	14.0	0.9	0.9	6.8
Cn1c(-c2ccc3c(c2)OCO3)cc(=O)c2ccccc21	0.9	0.9	1527	-0.265	9.7	3.0	2.9	7.2	0.9	0.5	1.3
CCCn1c(N)c(N(CCOC)C(=O)/C=C/c2cccc(Cl)c2)c(=O)[nH]c1=O	1	2.5	1661	0.583	1.2	-7.2	3.6	6.6	0.9	1	4.5
Cc1cc(C)n(-c2ccc(C(=O)Nc3nnc(C)s3)cc2)n1	1	-2.7	1638	-0.0302	5.0	·	-2.7	8.5	0.9	1	0.9

The listing, from the first entry:
SMILES	PMI act	PPARg SRC-3 ag	SRC2 TRFRET art	ROMK mod	PPARg SRC2 recr	S1P3 antag	G6PDH CS	Diaph inh CS	Diaph act CS	PMI act hi M6P	PPARg SRC1 recr
CCn1ncc(C2=NOC(C(=O)Nc3cccc(O)c3)C2)c1C (centres undefined)	1.2	3.1	1527	1.66	-2.1	-0.6	2.4	2.5	1	1.1	4.0
CCCC(CCC)C(=O)Nc1cccc(C(=O)O)c1	0.9	2.6	1508	0.327	-1.7	·	5.9	11.2	0.9	1	5.3
Fc1ccccc1N1CCN(CC2CC3C=CC2C3)CC1 (centres undefined)	1.1	-6.8	1267	-0.164	-8.3	·	1.1	3.4	1	1.1	-3.9
CN1C(=O)c2ccccc2C(C(=O)O)C1c1cccc(F)c1 (centres undefined)	0.9	-14.5	1437	0.121	3.7	-1.2	4.8	22.1	0.8	1	-2.0
O=C(NCCCN1CCCCC1)C1(S(=O)(=O)c2ccc(Cl)cc2)CC1	1	9.6	1516	·	8.0	-10.4	-7.6	0.7	1	1	-0.7
CCCc1cc(=O)[nH]c(SCC(=O)Nc2nc3ccc(OCC)cc3s2)n1	0.9	2.6	1472	0.126	-1.9	14.7	15.5	16.6	0.8	0.8	-4.0
COCCNC(=O)C1CC(=O)N(C2CCCCC2)C1 (centres undefined)	1	-2.6	1574	0.296	-4.6	-32.3	6.1	14.0	0.9	0.9	6.8
Cn1c(-c2ccc3c(c2)OCO3)cc(=O)c2ccccc21	0.9	0.9	1527	-0.265	9.7	3.0	2.9	7.2	0.9	0.5	1.3
CCCn1c(N)c(N(CCOC)C(=O)/C=C/c2cccc(Cl)c2)c(=O)[nH]c1=O	1	2.5	1661	0.583	1.2	-7.2	3.6	6.6	0.9	1	4.5
Cc1cc(C)n(-c2ccc(C(=O)Nc3nnc(C)s3)cc2)n1	1	-2.7	1638	-0.0302	5.0	·	-2.7	8.5	0.9	1	0.9
COc1ccc(OC)c(N(CC(=O)N2CCN(c3cc(Cl)ccc3C)CC2)S(C)(=O)=O)c1	0.8	-8.1	1662	-0.652	6.0	4.8	-15.5	28.2	0.7	0.9	4.2
O=c1cc(NCc2ccc3c(c2)OCO3)[nH]c(=O)n1-c1ccc(Cl)cc1	0.9	-6.8	1433	·	5.2	3.2	15.7	5.6	0.9	1	1.4
O=C1CC(c2ccco2)Cc2nc(Nc3ccc(F)cc3)ncc21 (centres undefined)	1	-5.7	1451	-1.62	-7.7	-35.6	5.3	2.7	1	1.1	4.0
O=C(CCc1ccccc1)NNC(=O)c1ccccc1Br	1.1	4.7	1576	0.0695	-1.5	-2.4	4.9	8.1	0.9	1.1	-0.5
COc1cc2cc(CN(C(=O)NC3CCCCC3)C3CCCC3)c(=O)[nH]c2cc1OC	1	-5.6	1458	0.0908	-5.3	2.1	-1.1	11.0	0.9	0.9	-1.1
Cc1cccc(OCC(O)CN2CC3(C)CC2CC(C)(C)C3)c1 (centres undefined)	1.1	2.2	1624	-1.13	-7.8	-7.5	3.5	11.0	0.9	1.1	-0.5
CCOC(=O)CSc1nc2cc(C(=O)NCc3ccco3)ccc2c(=O)n1-c1ccc(F)cc1	0.9	·	·	·	·	·	2.2	2.3	1	0.9	·
CCOC(=O)Cn1c2[n+](c3ccccc31)CC(O)CS2 (centres undefined)	0.8	-5.2	1338	0.052	-0.4	·	4.8	5.6	0.9	0.9	-0.4
CCN(CC)S(=O)(=O)c1ccc(OC)c(NC(=O)c2cccs2)c1	·	-1.9	1556	1.48	-5.5	-8.8	8.9	·	·	·	4.0
O=C(C/C=N\OCc1c(Cl)cccc1Cl)Oc1ccc(Cl)cc1Cl	0.9	0.8	1691	1.11	16.9	·	1.1	16.1	0.8	0.9	1.1
Cc1ccc(NC(=O)Cc2noc3ccccc23)c(C)c1	1	-1.9	1273	0.0116	-6.0	-20.4	9.3	11.4	0.9	1	-1.5
N#C/C(=C\c1ccncc1)c1nc2ccccc2c(=O)[nH]1	1.4	0.4	1465	-4.93*	-4.5	-5.9	0.6	7.1	0.9	1.4	-5.6
COc1ccccc1OCC(=O)n1cc(C(=O)c2cc(Cl)cc(Cl)c2O)cn1	1.1	5.5	1612	·	13.9	14.8	6.5	11.0	0.9	1	12.9
O=C(CCN1CCc2ccccc2C1)Nc1ccccc1F	1.1	0.5	1327	·	2.1	18.9	1.1	-5.2	1.1	1	-6.1
Cc1scc(C(=O)NNC(=S)NC(C)c2ccccc2)c1C (centres undefined)	1	-1.2	1584	-0.917	2.9	2.5	0.5	-0.7	1	1	-9.9

Ordered by the number under PMI act hi M6P (largest number first): three of the compounds above
| SMILES | PMI act hi M6P |
| --- | --- |
| O=C(CCc1ccccc1)NNC(=O)c1ccccc1Br | 1.1 |
| Cc1scc(C(=O)NNC(=S)NC(C)c2ccccc2)c1C (centres undefined) | 1 |
| COc1ccc(OC)c(N(CC(=O)N2CCN(c3cc(Cl)ccc3C)CC2)S(C)(=O)=O)c1 | 0.9 |

(further entries)
SMILES	PMI act	PPARg SRC-3 ag	SRC2 TRFRET art	ROMK mod	PPARg SRC2 recr	S1P3 antag	G6PDH CS	Diaph inh CS	Diaph act CS	PMI act hi M6P	PPARg SRC1 recr
N/C(=N\OC(=O)c1ccc(Cl)cc1)c1nonc1N	1	1.8	1468	·	2.5	·	-23.6	5.8	0.9	0.9	2.2
O=C(N/N=C1/C(=O)c2cccc3cccc1c23)c1ccc(Cl)cc1	0.9	15.6	1619	1.09	2.1	·	3.9	68.1*	0.3	0.9	10.9
CCOc1ccccc1CNn1nnnc1N	0.9	-1.2	1508	0.566	-8.0	·	4.3	4.9	1	0.9	-3.8
CCSc1nc2ccccc2n1CCC(=O)O	0.8	-2.9	1564	·	1.1	-16.2	-1.3	16.7	0.8	0.9	2.8
CCC(C)(C)C(=O)Nc1cc([N+](=O)[O-])ccc1F	1	-2.9	1618	0.24	4.7	-4.8	4.3	3.5	1	1	-0.1
CO/N=C/Cc1c([N+](=O)[O-])c(C)nn1C	1	-4.0	1273	0.721	3.6	-7.1	1.7	11.0	0.9	1	-2.3
Cc1ccc(-c2cc(-c3ccccc3)c(C#N)c(Br)n2)cc1	1.1	-1.4	1632	1.04	-1.6	-31.0	4.6	-3.9	1	1.1	56.4*
CC(C)C(OC(=O)C1=Cc2ccccc2OC1)C(=O)NC1CCCC1 (centres undefined)	1	2.6	1626	-0.556	9.7	-4.6	9.2	1.9	1	1	3.5
CCCC(=O)Nc1ccc(-c2ccc(NC(=O)CCC)cc2)cc1	1	2.8	1728	0.795	3.1	-0.9	23.5	-5.6	1.1	1.1	4.2
CN(C)S(=O)(=O)c1ccc2oc(SCC(=O)NCC(F)(F)F)nc2c1	1	10.5	1641	·	-3.2	-22.6	20.7	7.4	0.9	1	7.9
Cc1cn(C(=O)C(C)N2C(=O)c3ccccc3C2=O)c(C)n1 (centres undefined)	1	0.9	1724	0.101	2.2	·	6.0	3.1	1	1	3.8
Cc1c(NS(=O)(=O)c2cccc(C(=O)NCc3ccncc3)c2)c(=O)n(-c2ccccc2)n1C	1	-4.3	1524	-0.409	9.8	·	-3.4	10.3	0.9	1	6.6
Cc1cc([N+](=O)[O-])ccc1NC(=O)C(C)N1CCN(c2ccccn2)CC1 (centres undefined)	0.8	-1.3	1478	-0.745	-2.0	-6.5	14.9	25.9	0.7	0.9	-4.5
Cc1csc2ncc(C(=O)NCc3ccco3)c(=O)n12	1.1	-2.2	1468	-1.18	-1.0	4.8	3.1	7.1	0.9	1	-3.0
Cc1cc(C)nc(NCCC(=O)O)n1	1	6.3	1680	-0.0235	0.5	-5.3	-0.6	6.4	0.9	0.9	12.1
COc1ccc2nc(Cl)c(C#N)cc2c1	1	-2.3	1470	-0.453	-9.7	1.3	0.6	2.1	1	1	-6.4
N#Cc1ccc(/C=C/C(=O)c2ccco2)cc1	1.3	-0.3	1364	·	5.3	-4.3	12.9	7.9	0.9	1.3	4.5
COc1ccc(NC(=O)C2CCN(S(=O)(=O)c3ccc(OC)c(OC)c3)CC2)cc1	0.8	1.8	1522	·	-1.6	·	2.3	21.1	0.8	0.9	-3.8
CCOC(=O)N1CCN(C(=O)C(C)(C)Oc2ccc(Cl)cc2)CC1	1	-0.4	1610	·	-1.7	-8.7	-4.0	9.2	0.9	1	10.7
COc1cc(/C=N/NC(=O)c2ccoc2C)cc(OC)c1O	0.7	0.1	1623	1.28	-6.7	-7.2	5.4	17.7	0.8	0.8	11.2
Cc1ccc2c(c1)N(C(=O)NC1CCCCC1)C(C)(C)CC2C (centres undefined)	0.8	-2.4	1511	-0.365	-1.5	·	2.6	12.6	0.9	0.9	-1.5
NC1=NC(=Nc2ccc(Br)cc2)c2ccccc21	1.1	0.7	1557	·	4.5	10.7	8.9	6.9	0.9	1	-1.9

Screening data from PubChem BioAssay.
